LDHA inh: blocks human lactate dehydrogenase A. purified LDHA, NADH/diaphorase-resazurin fluorescence; stronger effect = lower value. activity change, % (values are at about 110 or 230 µM). 0.15% of 480,000 active. AID 1347041. P00338; in the data active = activity change below about -30%; inconclusive = mostly about -25% to -30%;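 note: plate controls were DMSO wells for no effect and wells without enzyme for full effect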
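Remaining NADH was detected by diaphorase (0.133 mg/mL) converting 37 µM resazurin to fluorescent resorufin, read at 0 and 20 minutes. The preceding 5-minute room-temperature reaction used 2 nM LDHA, 0.2 mM sodium pyruvate and 0.06 mM NADH at pH 7.4.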
Glioma ERSR ind: inducers of ER stress response in human glioma cells; Potency, µM, without a hit: top-dose activation, usual class: activators; AID 602332; 0.02% of 420,000 active; U87-MG GRP78 promoter luciferase reporter, 16 h; note: potency is the fitted concentration of half-maximal effect; series mostly up to about 76 µM; % of control where 0% means no effect; nearly all actives have a fitted effect of over 35% in size
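ERSR induction read as luciferase luminescence (Bright-Glo, 10 min at room temperature) in stably transfected human U87-MG glioma cells exposed to compounds for 16 h, using GRP78 as sensor.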
Apoferritin bind: binds horse apoferritin like a general anesthetic; P02791; apoferritin/1-aminoanthracene competitive binding, fluorescence; Potency, µM (doses to about 77.5 µM), for inactives: at the top dose activity change, negative = displacement, usual class: inhibitors; 0.074% of 350,000 active; AID 485281; note: potency is the fitted concentration of half-maximal effect; % is set by controls: 0 for no effect and ±100 for the full control effect; nearly all actives have a fitted effect of over 20% in size
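Concentration-response curves derived by four-parameter Hill fitting of normalized fluorescence, where compounds displaced 1-AMA from 10 uM horse apoferritin following a brief 10 min room-temperature incubation; propofol titration acted as positive control.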
Pol iota inh: blocks human DNA polymerase iota activity; Pol iota fluorescent replication assay, 10 min; Potency, µM (series often up to 115 µM), for inactives: at the top dose activity, negative = inhibition, most hits filed as inhibitors; 1% of 390,000 active; AID 588590; note: potency is the fitted concentration of half-maximal effect
Target sequence (Q9UNA4 whole entry, looked up): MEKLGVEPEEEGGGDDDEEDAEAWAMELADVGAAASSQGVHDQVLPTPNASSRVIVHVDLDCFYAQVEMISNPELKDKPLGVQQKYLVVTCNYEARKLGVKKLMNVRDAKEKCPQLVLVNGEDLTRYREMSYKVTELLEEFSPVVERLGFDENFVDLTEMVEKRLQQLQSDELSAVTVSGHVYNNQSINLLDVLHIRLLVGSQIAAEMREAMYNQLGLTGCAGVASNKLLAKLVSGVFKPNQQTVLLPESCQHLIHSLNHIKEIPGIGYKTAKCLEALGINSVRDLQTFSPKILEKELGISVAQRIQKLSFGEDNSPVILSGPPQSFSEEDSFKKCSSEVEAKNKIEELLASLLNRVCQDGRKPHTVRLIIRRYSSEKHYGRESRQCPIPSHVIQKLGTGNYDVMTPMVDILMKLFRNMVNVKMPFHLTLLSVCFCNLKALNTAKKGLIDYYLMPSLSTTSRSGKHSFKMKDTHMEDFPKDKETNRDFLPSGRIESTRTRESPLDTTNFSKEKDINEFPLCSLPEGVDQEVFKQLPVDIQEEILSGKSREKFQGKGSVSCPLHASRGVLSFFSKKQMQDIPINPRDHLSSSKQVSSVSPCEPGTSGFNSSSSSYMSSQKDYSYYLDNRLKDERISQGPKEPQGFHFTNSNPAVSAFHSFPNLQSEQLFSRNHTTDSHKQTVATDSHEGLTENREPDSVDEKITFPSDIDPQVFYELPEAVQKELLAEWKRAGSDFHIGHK
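Fluorescent replication assay read twice, at 0 min and 10 min after adding 50 nM (final) substrate. Enzyme (10 nM) and compounds were first incubated 15 min at room temperature; enzyme-free buffer wells were negative controls.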
APE1 inh: inhibitors of human APE1 endonuclease | P27695 | recombinant APE1, TAMRA/BHQ-2 abasic DNA cleavage fluorescence | Potency, µM (top dose mostly 65.8 µM), inactives show top-dose activity change, negative = inhibition, usual class: inhibitors | 0.35% of 350,000 active;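 note: potency is the fitted concentration of half-maximal effect; plate controls were vehicle for no effect and reference inhibitor for full effect; nearly all actives have a fitted effect of over 55% in size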
Target sequence (P27695 whole entry, looked up): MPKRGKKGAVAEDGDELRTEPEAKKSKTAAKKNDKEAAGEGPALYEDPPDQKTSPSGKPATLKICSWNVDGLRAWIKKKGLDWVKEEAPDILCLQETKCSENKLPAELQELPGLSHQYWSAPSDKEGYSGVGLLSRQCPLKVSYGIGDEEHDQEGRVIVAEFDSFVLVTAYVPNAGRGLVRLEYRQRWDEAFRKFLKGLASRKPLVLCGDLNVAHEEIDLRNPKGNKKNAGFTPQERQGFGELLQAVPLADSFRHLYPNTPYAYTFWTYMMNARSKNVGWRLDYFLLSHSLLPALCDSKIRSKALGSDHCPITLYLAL
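Step 1: APE1 (0.75 nM) with compound, 15 min RT. Step 2: add 50 nM fluorophore/quencher THF duplex. Step 3: three fluorescence reads 60 s apart (525/598 nm); read 3 minus read 1 = reaction progress.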
BLM inh: blocks DNA unwinding by human BLM helicase; AID 2528; recombinant BLM DNA unwinding, fluorescence dequenching; Potency, µM (top dose mostly 56.1 µM), for inactives: at the top dose activity change, negative = inhibition, usual class: inhibitors; 0.2% of 350,000 active;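 note: potency is the fitted concentration of half-maximal effect; plate controls were vehicle for no effect and no enzyme for full effect; nearly all actives have a fitted effect of over 35% in size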
Pol eta inh: DNA polymerase eta (human) inhibition; Q9Y253; recombinant Pol eta, fluorescent DNA replication assay; Potency, µM (highest dose often 114 µM), without a hit: top-dose activity change, negative = inhibition, most hits filed as inhibitors; 1.2% of 390,000 active; note: potency is the fitted concentration of half-maximal effect; % is set by controls: 0 for no effect and ±100 for the full control effect
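Pol eta (10 nM) was preincubated with compounds for 15 min at room temperature, after which fluorescent replication substrate (50 nM final) was added to start the reaction. Fluorescence was read kinetically at 0 and 10 min.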
POLB inh: DNA polymerase beta (human) inhibition | Pol beta primer extension/strand displacement, fluorescence kinetic | Potency, µM (series often up to 114 µM), for the others: top-dose activity change, negative = inhibition, usual class: inhibitors | 1.3% of 340,000 active; note: potency is the fitted concentration of half-maximal effect; % is set by controls: 0 for no effect and ±100 for the full control effect
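Homogeneous kinetic assay of primer extension and strand displacement by 10 nM Pol beta, preincubated 15 min at room temperature with compound before 50 nM substrate (final) was added. Read at 0 and 10 min; four-parameter Hill fit.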
Pol kappa inh: blocks human DNA polymerase kappa activity; Potency, µM (titrated, usually from 107 µM), without a hit: at the highest dose activity, negative = inhibition, actives largely listed as inhibitors; purified Pol kappa, fluorescent DNA synthesis assay, 10 min; Q9UBT6; 0.53% of 400,000 active; note: potency is the fitted concentration of half-maximal effect; % is set by controls: 0 for no effect and ±100 for the full control effect
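Here, compound and 10 nM enzyme are combined for 15 min at room temperature; adding 50 nM substrate (final) starts DNA synthesis, tracked by fluorescence at 0 and 10 min against buffer-only wells.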
The depositor's hits bear a star; ? = inconclusive; . = not tested or not shown; & = joins results of further samples; ! = not confirmed by another sample; [ ] = dose if it differs, or a comment. Unless noted, calls come from the whole dose curve; as a rule, active = well fitted curve in the direction sought with a large enough effect; inconclusive = small, poorly fitted or top-dose-only effect, or another doubt; inactive = no such curve, though single readings can be large; an effect the other way counts as inactive or inconclusive. These rows are one share of the data, so the mix of outcomes need not match the whole.

canonical_smiles | LDHA inh | Apoferritin bind | Pol kappa inh | BLM inh | Pol eta inh | POLB inh | Pol iota inh | Glioma ERSR ind | APE1 inh
O=C(Nc1ccc(F)cc1)C1CC(=O)N(Cc2ccco2)C1 (stereo unspecified) | -1.6 | -2.0% | -1.2% | -3.9% | -25.5% | 6.5% | 55.6%[activator] | -1.3% | 0.7%
COc1ccc(-c2cc(C(=O)OCC(=O)N(C)C3CCS(=O)(=O)C3)c3ccccc3n2)cc1OC (stereo unspecified) | -0.4 | -22.7% | -6.5% | -0.4% | -8.1% | 17.7% | -6.2% | 4.1% | 1.0%
COc1cc(Cl)c(C)cc1NC(=O)c1ccc2c(SCC(=O)O)c3c(nc2c1)CCCC3 | -7.7&-2.0 | -2.8%&-8.0% | -11.9%&-17.1% | -19.0%&-25.0% | 50.1µM*! | 20µM*! | 121.2%&5.4%[activator] | -5.1%&0.6% | 10.0%
CCOC(=O)c1[nH]cnc1C(=O)Nc1ccccn1 | -2.5 | -2.9% | 3.8%[60.1 µM] | -10.0% | -8.5% | 95.8% | 33.5%[activator] | -1.1% | ?
Cc1cc(C(=O)CSc2ccccc2)cc(C)c1O | 11.4 | ? | 10.8% | -3.9% | -15.8% | -2.8% | -3.6% | 10.8% | -13.3%
Cc1cccc(NC(=O)c2c(C)nn(-c3ccccc3)c2Cl)c1 | 2.6 | -13.5% | -4.7% | -8.6% | -16.9% | -0.7% | 53.4%[activator] | 3.5% | 1.7%
COc1ccccc1NS(=O)(=O)c1cccc(NC(=O)NC2CCCCC2)c1 | 0.9 | -10.9% | -3.8% | 0.2% | -14.7% | -1.1% | -3.8% | -2.6% | 0.7%
Cc1cc(C)cc(NC(=O)C(=O)NCC2CCCN2S(=O)(=O)c2cccs2)c1 (stereo unspecified) | -4.4 | . | -5.1% | . | -11.0% | . | 15.4% | 0.8% | -15.4%
CS(=O)(=O)c1nc(S(=O)(=O)c2ccc(Cl)cc2)c(NCCCn2ccnc2)s1 | -5.0 | -10.4% | -10.1% | 1.2% | -7.0% | 1.8% | -5.7% | -5.1% | -20.0%
O=C(CN1CCN(S(=O)(=O)c2ccc(Cl)s2)CC1)N1CCCCC1 | -6.7 | . | -2.8% | . | 1.6% | . | -25.0% | -4.4% | 9.5%
Cc1c(OCC(=O)NCc2cccnc2)ccc2c3c(c(=O)oc12)CCCC3 | -1.2 | -7.2% | -8.7% | -3.8% | -5.4% | -8.0% | 0.1% | -1.7% | 3.7%
Cc1cc(NC(=O)Cn2c(=O)oc3ccc(Cl)cc32)no1 | -1.2 | -0.8% | 11.8% | -0.5% | -11.7% | 27.0% | 36.4% | -10.5% | 9.9%
S=C(Nc1ccc2nc(-c3ccccn3)c(-c3ccccn3)nc2c1)N1CCCCCC1 | 27.6 | 104.7%[activator] | -12.5% | -8.1% | -12.5% | -2.6% | 66.2%[activator] | -2.9% | 1.1%
CCOc1ccccc1N(C)C(=O)c1sc2nc3n(c(=O)c2c1C)CCCC3 | -4.7 | 0.5% | -24.6% | ? | -10.1% | -12.3% | 10.8% | 6.9% | .
CCOC(=O)Cn1c(COc2ccccc2OC)[n+](C)c2ccccc21 | 0.6 | . | 15.2% | . | -6.7% | . | 12.6% | -1.7% | .
CN(C)c1nc(N(C)C)nc(N(C#N)CN2C(=O)c3ccccc3C2=O)n1 | . | 5.8% | . | 4.4% | . | 30.7% | . | . | 12.5%
O=C(CSc1nnnn1-c1cccc(Cl)c1)Nc1ccc2c(c1)CCC2 | . | -12.6% | . | -2.6% | . | 20.1%[57.1 µM] | . | . | -0.2%
Cn1c(=O)c2c(nc(SCc3cccnc3)n2Cc2ccccc2)n(C)c1=O | -11.8 | -23.7% | 2.1% | 1.8% | 10.3% | 37.0% | ? | -3.0% | 5.8%
COc1ccccc1N(Cc1ccccc1)S(=O)(=O)c1cccc(C(=O)Nc2ncccc2C)c1 | 3.0 | . | -6.8% | . | -18.0% | . | 5.3% | -3.7% | 14.9%
COC(=O)c1ccccc1NC(=O)COc1ccccc1[N+](=O)[O-] | -4.4 | -19.1% | 4.0% | -11.4% | 1.5% | 26.2% | 63.1%[activator] | 1.2% | 18.8%
Cc1cc(C(=O)NC(=S)Nc2ccccc2N2CCCC2)ccc1[N+](=O)[O-] | -8.6 | -0.2% | -1.8% | 1.4% | -21.6% | 31.7% | 61.7%[activator] | -2.4% | 4.9%
COc1ccc(S(=O)(=O)N2CCOC2CNC(=O)C(=O)NCCc2ccccc2)cc1 (stereo unspecified) | -3.1 | -13.0% | -3.0% | 0.9% | -25.3% | -17.2% | 6.2% | -4.3% | -7.6%
Cc1nc2c(C)cccn2c1/C(O)=C1\C(=O)C(=O)N(CCN(C)C)C1c1cccs1 (stereo unspecified) | -5.6 | . | -4.5% | . | -11.6% | . | -19.5% | -5.6% | .
CN(Cc1cccs1)C(=O)CCCc1c[nH]c2ccccc12 | 0.3 | ? | -15.6% | -5.0% | -2.1% | 22.4% | -3.5% | 9.6% | 11.0%
O=C1CC(c2cccc(Cl)c2)C(n2cncn2)C(=O)C1C1NCCc2ccccc21 (stereo unspecified) | -5.1 | -7.2% | -9.5% | -1.7% | -12.9% | -3.0% | 12.0% | -0.6% | 0.7%
CCN(CC)C(=O)c1sc2c(c1C)c(=O)n(-c1ccc(Cl)c(Cl)c1)c(=O)n2Cc1ccccc1C#N | -2.3 | -0.4% | -4.5%[60.1 µM] | -8.4% | -16.2% | 5.7% | -3.4% | -2.6% | .
O=C(Oc1cccc2ccccc12)c1ccccc1 | -0.6 | . | 3.0% | . | -7.3% | . | 4.7% | 1.8% | .
CC(=O)NCCn1c(SCC(=O)c2ccccc2)nc2ccccc2c1=O | -5.6 | -17.1% | -17.6% | -6.8% | 12.3% | 2.0% | 18.1% | -2.2% | -1.7%
Cc1cc(C)cc(Oc2coc3c(CN4CCN(C)CC4)c(O)ccc3c2=O)c1 | 4.6 | 31.8%[activator] | -7.4% | 0.5% | -13.9% | 8.9% | -19.5% | -3.2% | .
O=[N+]([O-])c1ccc(N/N=C/c2cccc(O)c2O)cc1 | 25.5 | ? | -4.3% | -10.2% | -26.6% | ? | -17.9% | ? | 6.3%
CC(=O)NCCNc1ncnc2ccc(-c3ccccc3C(F)(F)F)cc12 | . | . | 3.2%[60.1 µM] | 3.2% | . | . | . | 0.1% | -0.4%
CSc1ccccc1NC(=O)CN(C)CC(=O)Nc1ccccc1N1CCOCC1 | -11.0 | -0.7% | -1.2% | -3.4% | -13.7% | 26.5% | 96.2%[activator] | -3.3% | 14.8%
CCOc1ccccc1NC(=O)Cn1c(=O)n(CC(=O)NCc2ccccc2Cl)c(=O)c2sccc21 | -4.8 | ? | 5.1% | -6.8% | . | -0.3% | -13.1% | . | .
COC(=O)C1(CCSC)NC(c2ccc(O)c(OC)c2)C2C(=O)N(c3ccc(C)cc3)C(=O)C21 (stereo unspecified) | 0.8 | -12.4% | -6.8% | -0.1% | -9.7% | 3.1% | -1.5% | 1.3% | 16.2%
Cc1cccc(/C=N/n2c(C)cc(C)c(C#N)c2=O)c1 | 3.0 | -0.7% | -8.9% | 4.2% | -3.5% | 33.8% | 3.5% | -2.0% | 3.4%
Cc1c(C(=O)N2CCCC2)c(S(=O)(=O)Nc2ccccc2)c(C)n1C | 0.0 | -2.3% | 9.8% | -1.1% | -9.3% | 4.0% | -6.3% | -2.6% | 34.0%[activator]
COc1ccc(C(C)(C)C)cc1NC(=O)CCN1C(=O)NC(C)(C)C1=O | 0.1 | . | -5.6% | . | -2.9% | . | 4.2% | -3.5% | 42.9%
CCOc1ccc(NC(=O)c2sc3nc4c(c(-c5ccc(OC)cc5)c3c2N)C(=O)CC(C)(C)C4)cc1 | -12.0 | 3.5% | 0.5% | -10.0% | . | 13.9% | 30.9%[activator] | . | .
CC(=O)CNc1ccc(S(=O)(=O)N/N=C/c2ccccc2)cc1 | -5.9 | -1.1% | -12.3% | 1.0% | 5.4% | 2.5% | 13.4% | -8.7% | 0.1%
Cc1nc(NC(=O)c2c(-c3ccccc3)noc2C)sc1C(=O)N(C)C | -9.7 | -7.8% | -15.2% | 0.5% | -13.9% | -3.2% | 33.1%[activator] | 0.4% | -25.7%
O=C(CN1CCN(c2ccccn2)CC1)N1c2ccccc2Sc2ccc(C(F)(F)F)cc21 | 0.0 | 3.2% | -11.2% | -11.2% | 2.2% | -8.8% | 4.5% | -4.0% | 0.4%
CCCCN(CCCC)C1=C(C(=O)c2ccccc2)N(C)S(=O)(=O)c2ccccc21 | -0.3 | -14.7% | -1.8% | -4.5% | -12.1% | ? | 12.5% | 0.0% | .
COCC(=O)Nc1cc(C)cn(Cc2cccc(C(F)(F)F)c2)c1=O | 0.3 | -0.5% | 4.7% | -1.0% | -8.3% | 21.9% | 20.3% | -0.8% | 32.6%
S=C1NCN(CCc2ccccc2)CN1 | -1.1 | -13.4% | -2.0% | 3.3% | -6.8% | 24.2% | 24.1% | -2.8% | 1.1%
Cc1ccc(S(=O)(=O)Nc2cc3c4c(c2)CCN4C(=O)CC3)cc1 | 3.2 | . | -8.7% | . | -2.6% | . | 33.4%[activator] | 0.9% | -12.4%
COc1ccccc1N1CCN(C(=O)c2cc3c(-c4ccccc4F)nn(C)c3s2)CC1 | -1.8&-4.5 | -7.0% | 2.5% | -7.1% | -17.3% | 28.1% | 4.3% | -4.4% | .
O=C(O)c1cnn(-c2nc(-c3cccc(F)c3)cs2)c1C(F)(F)F | -21.8 | -4.3% | -0.1% | -4.1% | -19.2% | -25.1% | 110.9%[activator] | 7.5% | -1.1%
CCCC[C@]12Cc3cc(C#N)ccc3C(O1)c1c(c3cc(F)ccc3oc1=O)O2 | . | -20.4%[15.3 µM] | . | -5.2%[12.4 µM] | . | 1.0%[22.9 µM] | . | . | -7.6%[12.4 µM]
O=C(COC(=O)c1ccc([N+](=O)[O-])o1)Nc1ccc(N2CCOCC2)cc1 | -0.9 | . | -24.2% | . | ? | . | ? | 3.6% | -34.0%

From PubChem BioAssay
